Jurkat NFkB inh: inhibitors of the PMA/ionomycin-induced NF-kB reporter in Jurkat cells; PMA/ionomycin-induced NF-kB luciferase reporter, luminescence; inhibition, % at 4 µM; actives 0.53% (n = 330,000); AID 435003
Apaf-1 inh: inhibitors of human Apaf-1 apoptosome. reconstituted apoptosome caspase-3 activity, DEVD-Rh110 fluorescence. O14727. actives 0.71% (n = 330,000). inhibition, % at 20 µM. AID 489030; active means inhibition of at least 40% at 20 µM;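 further: plate controls were DMSO wells for no effect and DEVD-CHO caspase inhibitor wells for full effect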
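System – cell-free apoptosome with Apaf-1, procaspase-3 and caspase-9 · Buffer or medium – pH 7.5 Hepes buffer with CHAPS, BSA, DTT · Also added – cytochrome c with DEVD-Rh110 · Times – 30 min compound preincubation, 50 min activation, room temperature · Technique – Rh110 fluorescence intensity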
SENP7 inh: SENP7 protease inhibition; AID 434973; recombinant SENP7, Z-RLRGG-aminoluciferin luminescence, 40 min; actives 1.5% (n = 330,000); inhibition, % at 5 µM;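 active means inhibition above about 50% at the single test dose, limit read from the data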;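 further: plate controls were DMSO with enzyme for no effect and no enzyme buffer wells for full effect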
Target sequence (Q9BQF6 706-1050 limits assumed): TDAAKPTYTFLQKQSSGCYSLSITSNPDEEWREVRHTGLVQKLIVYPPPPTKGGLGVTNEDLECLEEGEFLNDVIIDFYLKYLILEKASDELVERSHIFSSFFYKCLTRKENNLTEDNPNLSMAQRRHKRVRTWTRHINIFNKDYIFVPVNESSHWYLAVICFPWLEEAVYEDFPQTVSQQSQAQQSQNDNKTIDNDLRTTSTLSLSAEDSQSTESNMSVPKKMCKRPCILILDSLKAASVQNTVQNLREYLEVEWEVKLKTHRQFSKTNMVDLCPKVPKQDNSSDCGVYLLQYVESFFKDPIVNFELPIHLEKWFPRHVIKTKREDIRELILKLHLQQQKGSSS
Gli-Sufu antag: blocks Gli-Sufu signaling in a luciferase reporter | Sufu-KO-LIGHT fibroblasts, Gli luciferase reporter luminescence | actives 0.74% (n = 340,000) | inhibition, % at 5 µM;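 active means inhibition above about 55%, limit read from the data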;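 further: 0% = DMSO-treated cells and 100% = wells with medium but no cells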
UBC13 polyUb: blocks human UBC13 polyubiquitin chain formation. TR-FRET. actives 0.47% (n = 330,000). P61088. inhibition, % at 20 µM; in the data active means inhibition above about 45%, passing the limit was not always enough
Target sequence (P61088 whole entry, looked up): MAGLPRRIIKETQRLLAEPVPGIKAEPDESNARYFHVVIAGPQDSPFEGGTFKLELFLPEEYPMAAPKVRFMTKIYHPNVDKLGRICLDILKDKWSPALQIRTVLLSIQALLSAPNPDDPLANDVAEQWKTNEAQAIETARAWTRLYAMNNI
HKDC1 inh: HKDC1 (human) hexokinase inhibition; Q2TB90; recombinant HKDC1, G6PDH/diaphorase resazurin coupled fluorescence; inhibition, % at 20 µM; actives 0.16% (n = 340,000); AID 493160;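 active means inhibition above about 35% when tested at 20 µM, limit read from the data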;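 further: plate controls were DMSO wells with enzyme for no effect and DMSO wells lacking enzyme for full effect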
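Assay system: in-house recombinant HK5 (HKDC1) enzyme. Input: HKDC1 at 5 µg/mL. Medium: Tris pH 8.0 buffer with MgCl2, Tween-20, BSA, BME. Dosing: single 20 µM dose. Schedule: 90 min reaction incubation at room temperature, dark. Signal: resazurin-to-resorufin fluorescence via G6PDH and diaphorase coupling, 525/613 nm. Controls: DMSO-enzyme wells negative, buffer-substituted wells positive.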
697 NFkB inh: lowers PMA/ionomycin-induced NF-kB signal in 697 B cells | 697 B-cell NF-kB luciferase reporter, 16 h | inhibition, % at 4 µM | actives 0.33% (n = 330,000); in the data active means inhibition above about 35%
SENP8 block: SENP8 protease inhibition | AID 2540 | Q96LD8 | purified SENP8, Z-RLRGG-aminoluciferin cleavage, luminescence | actives 1.2% (n = 330,000) | inhibition, % at 10 µM
Target sequence (Q96LD8 whole entry, looked up): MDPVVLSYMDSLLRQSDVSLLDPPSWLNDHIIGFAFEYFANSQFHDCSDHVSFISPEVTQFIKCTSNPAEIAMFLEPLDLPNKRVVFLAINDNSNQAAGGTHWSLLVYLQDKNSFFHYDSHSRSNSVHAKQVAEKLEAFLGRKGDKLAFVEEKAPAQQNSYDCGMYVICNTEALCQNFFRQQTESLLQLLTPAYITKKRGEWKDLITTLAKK
The depositor's hits bear a star; . = not tested or not shown. Unless noted, no stated cut-off is given here; in the data, active means inhibition above about 50%; inactive means the rest.

structure,Jurkat NFkB inh,Apaf-1 inh,SENP7 inh,Gli-Sufu antag,UBC13 polyUb,HKDC1 inh,697 NFkB inh,SENP8 block
CCOc1cccc(C(=O)NNC(=O)CCC(=O)O)c1,15,0,1,-2,2,-10,15,1
Cc1ccc(CN(C)C2CCN(C)CC2)cc1,-25,-10,-15,17,-2,-4,-12,-2
COc1cc(/C=N/N=C/c2cc(OC)c(O)c(OC)c2)cc(OC)c1O,7,-3,-4,-11,0,-3,33,-2
O=C(NCc1ccccc1)c1cnsn1,-16,0,16,2,0,1,-7,4
C[C@H](CO)N1C[C@H](C)[C@@H](CN(C)Cc2ccc3c(c2)OCO3)Oc2c(NS(=O)(=O)c3cn(C)cn3)cccc2C1=O,4,3,0,10,4,-5,17,-2
Cc1c(-c2cc(Br)ccc2O)nc2cc3c(cc2c1C)OCO3,-13,16,-2,3,-12,-5,-5,6
CCOC(=O)c1nn(-c2ccccc2)c(=O)cc1OCC(=O)Nc1ccccc1OCC,-1,2,-7,2,57*,-3,-4,1
CCN1C(=O)[C@H]2[C@@H](c3ccc(-c4ccc5c(c4)OCO5)c(OC)c3)N[C@@](C)(C(=O)OC)[C@H]2C1=O,-1,9,-8,-7,3,-5,11,6
COc1ccc(NC(=S)NCCCN2CCCC2=O)c(OC)c1,7,-14,7,-19,4,-1,12,-5
CC(NCC(O)COc1ccccc1)C1COc2ccccc2O1 (configuration not stated),-10,6,-7,10,-6,1,-15,-11
CCCCC(=O)Nc1ccc(C(=O)NN2C(=O)c3ccccc3C2=O)cc1,7,-8,3,0,16,-11,22,-5
CCC(=O)N1CCc2cc(Br)cc(S(=O)(=O)N3CCN(C(=O)c4ccco4)CC3)c21,6,-2,11,2,0,-3,-5,4
Cc1c(Cl)cccc1NC(=O)NC1CCCCC1,-16,-2,-13,-4,3,0,-6,-8
CC/C(=N\NC(=O)c1c(C)nc2ccccn12)c1ccc(Cl)cc1,-11,-3,2,-2,-3,-2,-8,-3
O=C(Nc1ccc2c(c1)CCC2)c1ccc(F)cc1,-201,-7,87*,-114,-4,-6,-230,1

3 entries from above, arranged by the number in HKDC1 inh, low to high:
structure,HKDC1 inh
CCOc1cccc(C(=O)NNC(=O)CCC(=O)O)c1,-10
Cc1c(-c2cc(Br)ccc2O)nc2cc3c(cc2c1C)OCO3,-5
CCC(=O)N1CCc2cc(Br)cc(S(=O)(=O)N3CCN(C(=O)c4ccco4)CC3)c21,-3

Remaining list, next part.
structure,Jurkat NFkB inh,Apaf-1 inh,SENP7 inh,Gli-Sufu antag,UBC13 polyUb,HKDC1 inh,697 NFkB inh,SENP8 block
Clc1ccc(CN2CCSCC2)cc1Cl,-1,-2,-12,-3,-2,-1,2,-6
CC(=NCC1CCCO1)C1=C(O)CC(C)(C)CC1=O (configuration not stated),-3,-1,4,-26,7,-8,16,-8
CCOC(=O)N1CCC2(CC1)C(C#N)=C(N)OC1=C2C(=O)CC(C)(C)C1,3,-2,1,-7,1,-10,16,0
COc1ccc(C(=O)/C=C/c2cc(OC)c(O)c(OC)c2)c(F)c1,-10,9,6,0,-26,9,-9,1
COc1ccccc1-c1cc(C(=O)N2CCN(S(=O)(=O)c3ccc(C)cc3)CC2)[nH]n1,-10,11,-9,8,-1,10,14,-7
COc1ccc(-n2nc(C)c3sc(C)nc3c2=O)cc1,15,-23,9,-2,-2,1,-13,6
O=C1CC(N(C(=O)c2ccco2)c2ccc(F)cc2)C(=O)N1c1ccc(F)cc1 (configuration not stated),2,-6,-2,-4,5,-2,11,4
CCOC(=O)CC1C(=O)NCCN1Cc1cccc(OC)c1 (configuration not stated),2,-3,6,-7,-1,0,-1,2
O=C(O/N=C1/CCCc2occc21)c1ccc(F)cc1,-13,8,88*,-15,12,4,6,83*
CCCC1(CCC)NC(=O)N(CC(=O)N2CCc3ccccc32)C1=O,3,8,-5,2,0,2,4,4
Cc1cccc(NC(=O)/C(=C/c2cccc([N+](=O)[O-])c2)NC(=O)c2cccs2)c1,-1,5,-8,10,-3,7,21,3
COc1cccc(CNC(=O)CCC2CCCN(C(=O)c3cc(C4CC4)[nH]n3)C2)c1 (configuration not stated),-3,-2,-7,-35,-12,-1,-34,-4
CC(=O)c1cccc(NC(=O)Nc2cnn(Cc3ccc(F)cc3)c2)c1,12,5,-9,.,2,.,-6,-7
[O-]c1n[n+](-c2ccc(Cl)cc2)cc2ccccc12,-12,3,4,0,6,-7,8,5
CCOC(=O)C1=CNS(=O)(=O)NC1c1ccc(C(=O)OC)cc1 (configuration not stated),.,5,-2,4,.,-5,11,.

structure,Jurkat NFkB inh,Apaf-1 inh,SENP7 inh,Gli-Sufu antag,UBC13 polyUb,HKDC1 inh,697 NFkB inh,SENP8 block
CN(C(=O)C1CCOC1)c1nnc(-c2ccncc2)s1 (configuration not stated),-6,8,14,-22,-5,3,5,4
O=C(NCc1cc(Br)cc(Br)c1OC(=O)c1ccccc1[N+](=O)[O-])c1ccccc1,18,-2,2,6,-6,-3,-1,-1
CC(C)(C)NC(=O)NC(=O)CSc1ncn[nH]1,-10,-14,-9,3,1,-8,17,5
CC(C)NC(=O)N(C)C[C@H]1Oc2ccc(NS(=O)(=O)c3ccc(Cl)cc3)cc2CC(=O)N([C@@H](C)CO)C[C@@H]1C,-2,8,2,3,-6,-4,10,-1
NC(=O)c1nn(-c2cccc(Cl)c2)c(=O)cc1O,14,-9,-5,1,0,9,10,-7
CCOC(=O)c1sc(NC(=O)CSc2nnnn2-c2ccccc2)c(C(=O)OCC)c1C,-23,11,-11,-8,-10,-5,-13,-6
CN(C)c1ccnc2sc(C(=O)c3ccc(Br)cc3)c(N)c12,-34,34,0,-70,7,-6,-30,-1
Cc1cc([N+](=O)[O-])nn1Cc1ccc(C(=O)N/N=C/c2ccc(N(C)C)cc2)cc1,3,8,0,-2,-13,2,-10,-8
O=C1CC(N2CCOCC2)C(=O)N1Cc1ccc(N2CCCC2=O)cc1 (configuration not stated),4,0,2,12,-3,-7,-2,8
CCOCCCNC(=O)C(c1ccc(OC)cc1)N(Cc1cccs1)C(=O)CNC(C)=O (configuration not stated),7,-10,3,21,-2,-4,17,8
N#Cc1ccc(OCC(=O)NCCCn2ccnc2)cc1,-4,7,-13,0,-12,-5,-2,-10
O=C(Cc1ccc(-n2c(=O)c3ccccc3n(Cc3ccc(F)cc3)c2=O)cc1)NCC1CCCO1 (configuration not stated),12,-9,2,8,10,-13,-3,5
COc1cc(O)c(NC(C)=O)c2nonc12,6,87*,19,4,-37,4,-3,7
CCCCCC(=O)Nc1cccc(C2=NOC3(C2)C[C@H](C(N)=O)N(C(=O)c2ccccc2C(=O)c2ccccc2)C3)c1 (some centres not stated),6,16,1,17,8,3,7,-4
COc1ccccc1NC(=O)CCCN1C(=O)C(c2ccccc2)Oc2cccnc21 (configuration not stated),6,-4,-5,10,2,-3,-22,2

structure,Jurkat NFkB inh,Apaf-1 inh,SENP7 inh,Gli-Sufu antag,UBC13 polyUb,HKDC1 inh,697 NFkB inh,SENP8 block
CCOC(=O)c1cc(C(=O)Nc2sc3c(c2C#N)CCCC3)nn1C,-11,2,4,-18,13,-10,16,12
Cc1ccc(N(CC(=O)NCc2ccc3c(c2)OCO3)C(=O)c2csnn2)cc1,3,0,6,-15,12,-4,10,6
O=C(CSc1nc2ccccc2c(=O)n1-c1ccccc1)N/N=C/C=C/c1ccccc1[N+](=O)[O-],8,13,1,12,-9,-7,15,3
O=C(O)/C=C/S(=O)(=O)c1ccc2ccccc2c1,10,-10,7,2,4,-3,27,9
COc1c(Cl)cc(C(=O)NCc2ccco2)cc1Cl,1,3,-1,27,1,-1,-9,-8
CCOc1cc(C(C(=O)NCC2CCCO2)N(C(=O)Cn2nnc3ccccc32)c2ccc(C(C)=O)cc2)ccc1O (configuration not stated),-12,-3,6,-29,5,-5,7,6
O=C(NCC1CCCCC1)c1cc2ccccc2cc1O,-37,4,-1,-10,9,4,-16,-9
CC(=N\Nc1ccccc1)/C(=N/O)C(=O)Nc1ccccc1,7,-3,2,20,4,-5,10,-2
COC(=O)c1c(C)[nH]c(C)c1-c1cccc([N+](=O)[O-])c1,-2,7,3,1,10,0,-6,-3
CCOC(=O)C1=C(COC(=O)c2cccnc2Cl)NC(=O)NC1C (configuration not stated),5,0,-6,-9,-9,-8,17,-7
NC(=O)CNC(=O)[C@@H]1CC2(CC(c3cccc(Br)c3)=NO2)CN1C(=O)c1ccc(Br)cc1 (some centres not stated),0,15,-3,3,13,0,11,-2
O=C(O)CSc1nnc(COc2cccc3ccccc23)o1,-9,-1,-15,-20,-8,4,-20,-1
O=C(O)c1cccc(N/N=C/c2cc(Br)cc(Br)c2O)c1,-29,14,2,-27,7,3,-46,74*
CSc1ccc(CN(C)C(=O)c2cc(=O)c3ccccc3o2)cc1,-6,21,6,5,8,-5,-3,1
O=C(NCc1ccccn1)c1ccc(Cl)c(S(=O)(=O)N2CCCCC2)c1,-4,15,3,4,4,-12,-2,2

structure,Jurkat NFkB inh,Apaf-1 inh,SENP7 inh,Gli-Sufu antag,UBC13 polyUb,HKDC1 inh,697 NFkB inh,SENP8 block
O=C(NNC(=O)c1ccccc1C(=O)O)c1ccc(S(=O)(=O)N2CCCCC2)cc1,-17,7,-7,44,-4,-4,-1,-6
O=S(=O)(c1ccc(SCCOc2cccc(Br)c2)nc1)N1CCCC1,-3,12,0,11,-6,0,6,6
COC(=O)c1cc(S(=O)(=O)NCc2ccc3c(c2)OCO3)cn1C,8,-9,-2,-5,3,-5,12,1
CCCc1c(O)nc(SCC(=O)NCc2ccco2)[nH]c1=O,-15,-1,-3,-16,2,-3,3,0
COc1ccc(CC(=O)NNC(=O)CSc2nnc(Cc3ccc(OC)cc3)n2-c2ccccc2)cc1,6,-4,18,-3,9,-8,3,1
CC(=O)c1ccc(S(=O)(=O)N(C)CC(=O)N2CCCCCC2)cc1,5,-1,-4,3,-3,-5,10,3

In a second layout: two of the compounds above.
Values run as follows: Jurkat NFkB inh | Apaf-1 inh | SENP7 inh | Gli-Sufu antag | UBC13 polyUb | HKDC1 inh | 697 NFkB inh | SENP8 block
O=S(=O)(c1ccc(SCCOc2cccc(Br)c2)nc1)N1CCCC1
→ -3 | 12 | 0 | 11 | -6 | 0 | 6 | 6
COC(=O)c1cc(S(=O)(=O)NCc2ccc3c(c2)OCO3)cn1C
→ 8 | -9 | -2 | -5 | 3 | -5 | 12 | 1

Screens from PubChem.
